ULK1 inh – blocks human autophagy kinase ULK1; 30,000 tested, 1.9% active; inhibition, % at 5.96 µM; AlphaScreen Atg13 phosphorylation by ULK1, luminescence; AID 1259251; in the data active = inhibition above about 43%;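 note: 0% = median of compound wells and 100% = no enzyme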
Target sequence (O75385 whole entry, looked up): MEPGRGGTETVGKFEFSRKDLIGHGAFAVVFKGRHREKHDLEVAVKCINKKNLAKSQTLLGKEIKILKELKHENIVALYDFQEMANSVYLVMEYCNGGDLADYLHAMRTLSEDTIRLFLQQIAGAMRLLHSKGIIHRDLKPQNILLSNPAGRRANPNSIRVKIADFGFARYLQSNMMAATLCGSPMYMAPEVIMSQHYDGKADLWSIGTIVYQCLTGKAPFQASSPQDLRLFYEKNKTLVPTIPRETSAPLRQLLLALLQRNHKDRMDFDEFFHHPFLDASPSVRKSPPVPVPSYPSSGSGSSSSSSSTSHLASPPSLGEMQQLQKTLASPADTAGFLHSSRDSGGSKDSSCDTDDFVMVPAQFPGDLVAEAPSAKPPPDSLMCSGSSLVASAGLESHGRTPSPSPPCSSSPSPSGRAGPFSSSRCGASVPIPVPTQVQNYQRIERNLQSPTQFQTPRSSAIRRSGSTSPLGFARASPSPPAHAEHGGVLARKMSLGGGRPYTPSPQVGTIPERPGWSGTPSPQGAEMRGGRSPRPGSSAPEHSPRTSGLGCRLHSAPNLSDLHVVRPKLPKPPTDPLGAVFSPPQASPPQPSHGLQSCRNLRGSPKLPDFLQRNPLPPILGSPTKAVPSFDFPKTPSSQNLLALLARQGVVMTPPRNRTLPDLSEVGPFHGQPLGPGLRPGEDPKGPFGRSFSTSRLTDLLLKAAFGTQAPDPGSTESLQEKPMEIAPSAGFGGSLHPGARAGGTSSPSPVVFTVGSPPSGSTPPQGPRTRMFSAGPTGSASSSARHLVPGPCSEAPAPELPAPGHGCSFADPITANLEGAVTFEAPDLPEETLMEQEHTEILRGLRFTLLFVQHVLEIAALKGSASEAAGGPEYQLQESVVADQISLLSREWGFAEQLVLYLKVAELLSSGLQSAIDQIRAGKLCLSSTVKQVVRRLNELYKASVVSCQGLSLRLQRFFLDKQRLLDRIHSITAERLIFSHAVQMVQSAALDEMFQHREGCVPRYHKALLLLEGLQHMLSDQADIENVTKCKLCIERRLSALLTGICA
ASK1 inh – inhibitors of human ASK1 kinase; Q99683; AlphaScreen MKK6 phosphorylation by ASK1, luminescence; inhibition, % at 7.44 µM; 22,000 tested, 0.99% active; in the data active = inhibition above about 35%;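 note: 0% = median of compound wells and 100% = no enzyme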
* = called active by the depositor; · = no result given; & = joins results of further samples. Outcome played no part in choosing rows; overall some 3% were active at least once.

Structure | ULK1 inh | ASK1 inh
CC(C)n1c(N2CCCC2CO)nc2c(NCc3nc4ccccc4[nH]3)ncnc21 (stereo unspecified) | 5.0 | -3.7
OC1CCC(Nc2nc3ncnc(NCc4nc5ccccc5[nH]4)c3[nH]2)CC1 (stereo unspecified) | -2.2 | -31.4
CCC[C@@H]1C[C@@H](C(=O)N[C@@H]([C@H]2O[C@H](SC)[C@H](OP(=O)(O)O)[C@@H](O)[C@H]2O)[C@H](C)Cl)N(C)C1 | 8.2 | ·
COc1ccc(C/C(N)=N/OC(=O)Cc2ccccc2)cc1 | -11.8 | ·
CC(=O)c1cccc(-c2cccc(C(=O)NC3CC3)c2)c1 | -0.2 | -7.5
Nc1nc(NCCCN2CCCC2=O)cc(-c2csc3ccccc23)n1 | -3.6 | 3.3
O=C(Nc1ccc(Cn2cncn2)cc1)c1cc(-c2ccccc2)n[nH]1 | -16.9 | 1.7
Cc1cnc(N2CCN(c3ccccn3)CC2)nc1NCc1cccc(C(F)(F)F)c1 | -10.9 | 6.5

Given with each value named: 2 of the compounds above
Nc1nc(NCCCN2CCCC2=O)cc(-c2csc3ccccc23)n1
- ULK1 inh = -3.6
- ASK1 inh = 3.3

CC(=O)c1cccc(-c2cccc(C(=O)NC3CC3)c2)c1
- ULK1 inh = -0.2
- ASK1 inh = -7.5

Later entries
Structure | ULK1 inh | ASK1 inh
Nc1cc(Cl)c(NC2=NCCN2)c(Cl)c1 | -22.4 | ·
CN(C)c1cccc(Nc2ccc(N3CCC(C(=O)NC4CCN(Cc5ccccc5)CC4)CC3)nn2)c1 | 10.1 | 21.9
c1ccc(-c2cc(N3CCOCC3)nc(-c3cccnc3)n2)cc1 | -13.6 | ·
O=C1CCCN1CCCNc1nc(-c2cccs2)nc2c1ncn2C1CCCCC1 | -26.0 | 12.8
Cc1cccc(CN2CCN(C(c3ccccc3)c3ccc(Cl)cc3)CC2)c1 (stereo unspecified) | 1.1 | ·
CC(C)(C)Cc1nnc(NS(=O)(=O)c2ccc(F)cc2)s1 | -3.4 | ·
O=c1n(CC2CO2)c(=O)n(CC2CO2)c(=O)n1CC1CO1 (stereo unspecified) | 7.7 | ·
CCCCC(=O)N/N=C(\C)CC(=O)Nc1cc(OC)c(Cl)cc1OC | -7.9 | ·
COc1ccc(CCNc2nc(-c3cccc(N)c3)nc3nc[nH]c23)cc1 | -4.0 | 17.1
CN1CCN(c2ccc(-c3ncc(C(=O)Nc4ccc(N5CCOCC5)cc4)s3)cc2)CC1 | 2.5 | 5.4
COc1cc2nc(Nc3ccc(-n4ccnc4)cc3)nc(NCc3cccc(C(F)(F)F)c3)c2cc1OC | -12.9 | -8.1
COCCNc1cc(-c2cccnc2)nc(-c2cccnc2)n1 | 8.9 | ·
CC(C)N(CCNc1ccnc(NCc2cccnc2)n1)C(C)C | -0.5 | -11.4
CCCCC1(COC(=O)CCC(=O)O)C(=O)N(c2ccccc2)N(c2ccccc2)C1=O | 2.1 | ·
O=C(Cc1cn(-c2ccc(Nc3ccc(N4CCOCC4)cc3)nn2)c2ccccc12)NCCN1CCOCC1 | 35.0 | 7.0
Cc1ccc2nsnc2c1NC(=O)CCl | -1.6 | ·

Looked up by compound from above (2):
Structure | ULK1 inh | ASK1 inh
CC(C)N(CCNc1ccnc(NCc2cccnc2)n1)C(C)C | -0.5 | -11.4
CN1CCN(c2ccc(-c3ncc(C(=O)Nc4ccc(N5CCOCC5)cc4)s3)cc2)CC1 | 2.5 | 5.4

Further compounds follow:
Structure | ULK1 inh | ASK1 inh
c1ccc(OCCNc2ccnc(Nc3nccc4ccccc34)n2)cc1 | 0.6 | -4.2
Nc1ccc(C(=O)OCC(=O)c2ccc(Br)cc2)cc1 | -7.9 | ·
Cc1cnc(Nc2ccncn2)nc1Nc1ccc(N2CCOCC2)cc1 | 12.6 | -5.8
CC(=O)NCc1c(I)c(NC(C)=O)c(I)c(C(=O)O)c1I | -16.0 | ·
c1ccc(CNc2ccnc(Nc3ccncn3)n2)cc1 | 5.9&7.3 | -0.1&3.4
COc1cc(Nc2ccnc(Nc3ccccn3)n2)cc(OC)c1OC | 7.8 | 7.2
Nc1cccc(-c2cccc(C(=O)NCCOc3ccccc3)c2)c1 | -8.5 | 12.0
CN(C)CCOc1cc(-c2ccnc(N)n2)c(F)cc1NC(=O)C1COc2ccccc2C1 (stereo unspecified) | 10.2 | 4.7
CN(C)CC(c1ccc(O)cc1)C1(O)CCCCC1 (stereo unspecified) | 14.2 | ·
Cc1cnc(-c2cccc(N)c2)nc1Nc1ccc(Oc2ccccc2)cc1 | -18.2 | 17.5
O=C1CCCN1CCCNc1nc(NC2CCN(Cc3ccccc3)CC2)c2ncn(-c3ccccc3)c2n1 | 7.4 | 11.7
c1ccc(Oc2ccc(Nc3nc(Nc4ccccn4)nc4nc[nH]c34)cc2)cc1 | 7.0 | 10.4
CC(=O)Nc1ccc(Nc2cc(-c3cccc(C(C)=O)c3)nc(N)n2)cc1 | -5.2 | -17.1
COc1cc(-c2ccnc(N)c2)ccc1NC(=O)C1COc2ccccc2C1 (stereo unspecified) | -28.9 | -14.5
Cc1cc(NCCN(C(C)C)C(C)C)nc(N2CCOCC2)n1 | -3.8 | -5.6
Oc1ccc(CCNc2ccnc(N3CCC(N4CCOCC4)CC3)n2)cc1 | -8.8 | 4.8
Nc1cccc(-c2nc(NCc3ccccc3)c3ncn(C4CCCCC4)c3n2)c1 | -2.4 | 7.0
Cn1nccc1Nc1cc(NCc2ccccc2)ncn1 | 1.0 | 0.6
CC(C)(C)OC(=O)N1CCC(c2nc3ccc(-c4ccncc4)cc3[nH]2)CC1 | 12.1 | 13.4
COc1ccc(CCNC(=O)c2cnc(N3CCOCC3)s2)cc1 | -5.6 | -7.2
c1ccc(CCNc2ccnc(Nc3ccc(N4CCOCC4)cc3)n2)nc1 | -0.9 | 3.3
O=C(Cc1cn(-c2ccc(Nc3cnccn3)nn2)c2ccccc12)NCc1nc2ccccc2[nH]1 | 16.8 | 6.7
COc1ccc(CCNC(=O)c2ccnc(N3CCCC3CO)c2)cc1 (stereo unspecified) | -0.5 | 12.8
O=C(Nc1ccc2[nH]ncc2c1)[C@@H]1C[C@H](O)CN1C(=O)c1ccc(Cl)cc1 | 6.0 | 8.8
COc1ccc(-c2nc3ncnc(NCc4nc5ccccc5[nH]4)c3[nH]2)cc1 | 1.2 | -2.9
Cc1cnc(CNC(=O)c2ccc3cncc(-c4ccccc4)c3n2)cn1 | 1.7 | ·
Cc1nc(NCc2ccncc2)cc(-c2cncc(-c3cccs3)c2)n1 | 6.9 | ·
CN(C)C(=O)C(=O)Nc1ccc(Cl)c(C(=O)N2CCC(Oc3ccc(F)cc3)CC2)c1 | -11.5 | 1.2
COc1ccc(-c2ccc(C(=O)NCCN3CCOCC3)s2)cn1 | 3.0 | -8.2
COc1ccc(-c2nc(N)c3[nH]cnc3n2)cc1 | -2.7 | -11.5
Cn1c(Nc2nc(NCc3ccccc3)c3ncn(-c4ccccc4)c3n2)nc2ccccc21 | 4.0 | -18.4
CC(C)N(CCNC(=O)c1ccc2nc(Br)sc2c1)C(C)C | 12.1 | 0.3
COc1ccc(-c2nc(NCCc3ccc(O)cc3)c3ncn(C(C)C)c3n2)cn1 | -29.6 | 9.7
CC(=O)Nc1ccc(Nc2cc(C)nc(-c3csc4ccccc34)n2)cc1 | -37.6 | -3.5
O=C(NC1CC1)C1CCN(c2ccc(NC3CCN(Cc4ccccc4)CC3)nn2)CC1 | -9.1 | -13.3
O=C(NCc1ccccc1)c1csc(Br)n1 | 6.7 | -16.0
Cc1cc(NCc2cccc(C(F)(F)F)c2)nc(Nc2cnccn2)n1 | -2.0 | -23.9
CSc1nc(NC(=O)C(F)(F)F)cc(=O)[nH]1 | 2.6 | ·
CCNc1cc(C(=O)NCCc2ccc(OC)cc2)ccn1 | 6.9 | -14.6
CSc1nc(Nc2ccnc(Nc3ccc(N4CCOCC4)cc3)c2)c(C(N)=O)s1 | 15.4 | 18.0

(more compounds)
Below each compound – ULK1 inh | ASK1 inh
COc1nc(NCc2nc3ccccc3[nH]2)nc(-c2ccc(C(=O)NC3CC3)cc2)n1
    7.5 | -7.1
c1cnc(SCc2cccnc2)nc1
    5.6 | ·
COc1cc(CN2CCOc3ccc(-c4ccncc4)cc32)cc(OC)c1
    -6.0 | 6.3
Clc1cc(Nc2ccccc2)ncn1
    7.2 | 0.5
O=C(Nc1ccc(F)c(F)c1N1CCC2(CC1)OCCO2)c1ccc(Br)o1
    52.9* | -18.2
CC(C)c1nc2ccc(-c3ccnc(NC4CCOCC4)n3)cc2c(=O)[nH]1
    6.2 | -2.5
Cc1cnc(-c2cccc(N)c2)nc1NCc1cccnc1
    24.9 | 14.2
Cn1nccc1Nc1nc2ccc(C(=O)NCc3cccnc3)cc2s1
    23.1 | -11.1
O=C(CO)NCCCOc1cccc(CN2CCCCC2)c1
    3.9 | ·
FC(F)(F)c1ccc(Cn2cnc3c(NCc4cccnc4)nc(Nc4ccncn4)nc32)cc1
    17.9 | 2.8
Cc1cc(Nc2ccc(OCCN3CCCCC3)cc2)nc(-c2cccc(OC(F)(F)F)c2)n1
    -22.9 | -11.7
COc1ccc(CCNC(=O)c2cccc(Nc3cnccn3)c2)cc1
    0.5 | -29.0
Cc1ncn(-c2ccc(Nc3nccc(N4CC(NC(=O)OC(C)(C)C)C4)n3)cc2)n1
    -9.1 | -0.7
COc1ccc(-c2nc(C)cc(Nc3ccc(NC(C)=O)cc3)n2)cc1
    -12.3 | -7.0
Nc1nc(NCc2ccccc2)cc(-c2csc3ccccc23)n1
    -15.9 | -9.1
C=CCN1CCN(c2c(Cl)cccc2Nc2ccc(C#N)cn2)CC1
    6.6 | 5.4
CC(C)n1cnc2c(NCCc3ccc(O)cc3)nc(-c3ccc(N4CCOCC4)nc3)nc21
    -21.0 | 9.7
Cc1ncc2c(NCc3ccncc3)nc3ccccc3n12
    0.7 | ·
NC(=O)Cc1cccc(C(=O)c2ccccc2)c1N
    9.6 | ·
O=C(Cc1csc(NC(=O)c2ccccc2)n1)NCc1ccc(F)cc1
    9.3 | ·
COc1ccc2c3c(c(=O)oc2c1)CN(C(=O)c1cccc(C(F)(F)F)c1)CC3
    -1.4 | ·
O=C(NCCOc1ccccc1)c1cccc(Nc2ccc(-n3ccnc3)cc2)c1
    -12.6 | 25.2
CCCNC(=O)Cc1cn(-c2ccc(Nc3ccc(-n4ccnc4)cc3)nn2)c2ccccc12
    0.0 | -5.6
COc1nc(NCc2cccnc2)nc(-c2ccc(C(=O)N3CCN(C)CC3)cc2)n1
    14.5 | 6.2
CC(=O)O[C@H]1CC2(C)[C@@H](C[C@@H](O)[C@H]3[C@@]4(C)CC[C@@H](O)[C@@H](C)[C@@H]4CC[C@@]32C)/C1=C(/CCC=C(C)C)C(=O)O (stereo partly specified)
    -2.2 | ·
O=C(NCCOc1ccccc1)c1cnc(Br)s1
    1.2 | -23.9
COc1ccc(C(=O)CSC2=C(C#N)C(c3cccs3)CC(=O)N2)cc1 (stereo unspecified)
    -16.5 | ·
CC(C)(C)c1ccc(-c2[nH]ncc2-c2ccncc2)cc1
    -14.4 | ·
O=C(NCCN1CCOCC1)c1cccc(Nc2ncccn2)c1
    -7.2 | -14.6
FC(F)(F)c1cccc(CNc2nc(Nc3ccc4ncccc4c3)nc3nc[nH]c23)c1
    11.2 | 5.1
COc1cc2nc(Nc3ccncn3)nc(NCc3cccc(C(F)(F)F)c3)c2cc1OC
    -19.4 | -5.6
O=C(Cc1cn(-c2ccc(N3CCN(c4ccccn4)CC3)nn2)c2ccccc12)NC1CC1
    12.8 | -3.9
c1ccc(-c2nccc(NCCCN3CCOCC3)n2)cc1
    5.0 | 2.2
O=C(Nc1ccc2c(c1)OCO2)c1cc(N2CCC(N3CCOCC3)CC2)nc2ccccc12
    0.5 | -7.8
O=C(Nc1ccc(N2CCOCC2)cc1)c1cccc(-n2cc(-c3cnc4ccccc4n3)cn2)c1
    -5.1 | 13.6
Cc1nn(C)c(C)c1-c1nc2ncnc(NCCc3ccc(O)cc3)c2[nH]1
    -5.2 | -9.9
CN1CCN(C(=O)c2ccc(-c3cc(C(=O)NCCCN4CCCC4=O)ccn3)cc2)CC1
    4.1 | -7.5
O=C(Cc1ccccc1)NC1CCCCCCC1
    -9.2 | ·
Nc1cccc(-c2nc(NCCN3CCOCC3)c3ncn(CCN4CCCC4=O)c3n2)c1
    3.9 | 0.0
c1ccc(N2CCN(c3cc(NC4CC4)ncn3)CC2)nc1
    4.2 | 9.8
NC(=O)c1ccc(-c2nc3ncnc(NC4CCN(Cc5ccccc5)CC4)c3[nH]2)cc1
    9.4 | 15.0
O=S1OCC(COc2cccc3ccccc23)O1 (stereo unspecified)
    0.0 | ·
COc1ccc(OCC(=O)NNC2CC(=O)N(c3ccc(Cl)cc3)C2=O)cc1 (stereo unspecified)
    1.1 | ·
Cc1nn(C)c(C)c1-c1nc(Nc2ccc(Oc3ccccc3)cc2)c2ncn(CCN3CCCC3=O)c2n1
    -70.9 | 1.3
Cc1cc(NCc2cccc(C(F)(F)F)c2)nc(NCCN2CCOCC2)n1
    0.9 | -2.4
CC1(C)C2CCC1(C)C(O)C2 (stereo unspecified)
    -14.4 | ·
CCN(CC)C(=O)CN(c1cccc(Cl)c1Cl)S(=O)(=O)c1ccccc1
    -15.7 | ·
CCCn1cc(NC(=O)C2CC(c3ccccc3[N+](=O)[O-])=NO2)cn1 (stereo unspecified)
    -3.1 | -11.6
CC(C)n1c(Nc2ccccn2)nc2c(Nc3ccc(N4CCOCC4)cc3)ncnc21
    14.7 | 15.9
CC1=CCC(C(C)(C)O)CC1 (stereo unspecified)
    4.8 | ·
COc1ccc(CCNC(=O)c2cccc(-c3ccc(N4CCN(C)CC4)cc3)n2)cc1
    -4.7 | 2.4
CC(=O)Oc1ccccc1C(=O)O
    -0.3 | ·
COc1ccc(-c2nc(NCCN(C(C)C)C(C)C)c3ncn(CCN4CCCC4=O)c3n2)cc1
    -12.3 | -8.3
O=C(NCCN1CCOCC1)c1cccc(-c2csc3ccccc23)c1
    -27.8 | 3.3
O=C(NCc1ccccc1)c1ccc2nc(Nc3ccncn3)sc2c1
    31.3 | 11.9
c1nc(NCCN2CCOCC2)cc(N2CCOCC2)n1
    -0.9 | -1.4
CCN(CC)C(=O)C1CCCN(c2nc(N)nc(N(CC)CC)n2)C1 (stereo unspecified)
    2.5 | 7.4
Nc1nc(N)c2nc(-c3ccccc3)c(N)nc2n1
    8.4 | ·
